Compound activity: PubChem, National Center for Advancing Translational Sciences (NCATS)
D3 antag – D3 dopamine receptor (human) antagonism; D3R cells, DiscoveRx beta-arrestin luminescence, antagonist mode; stronger effect = lower value; max response, negative = inhibition, %; 360,000 compounds, 2.5% hits; AID 652054; in the data active means max response below about -50%; inconclusive means no clear call, values can overlap the other calls; further: on the % scale 0 is the no-effect control and ±100 the full control effect; mostly tested at two doses, the higher about 12 µM
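Cells expressing the human receptor were seeded at 1500 cells/well, incubated overnight at 37 degrees C in 5% CO2, then exposed to library compounds with dopamine controls for 90 minutes at 37 degrees C before luminescent detection.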
aSyn yeast inh – alpha-synuclein toxicity inhibition in yeast; Yeast expressing alpha-synuclein, growth rescue, BacTiter-Glo, 24 h; Potency, µM (top dose mostly 46.1 µM), for the others: at the highest dose growth rescue (activation), hits mostly activators; 370,000 compounds, 0.14% hits; further: potency means the concentration at half of the fitted maximal effect; % of control where 0% means no effect; nearly all actives have a fitted effect of over 65% in size
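Screening used galactose-induced yeast with toxic alpha-synuclein levels, exposed to compound for 24 hr at 30 deg C. Cell growth, read with BacTiter-Glo luminescence, gave the measured signal.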
KB-V1 cytotox – kills drug-selected multidrug resistant KB-V1 cells; KB-V1 MDR cells viability, CellTiter-Glo, 72 h; Potency, µM (doses to about 46.1 µM), inactives show at the highest dose activity change, negative = cytotoxicity, actives largely listed as cytotoxic; 400,000 compounds, 3.4% hits; further: potency means the concentration at half of the fitted maximal effect; on the % scale 0 is the no-effect control and ±100 the full control effect; nearly all actives have a fitted effect of over 60% in size
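Readout: CellTiter-Glo luminescence, 10 min after addition. Cells: KB-V1 MDR subline, 72 h at 37 degrees C with compound. Analysis: corrected, normalized data fitted to concentration-effect curves.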
HEK293 tox – cytotoxicity counter-screen for GLP-1 receptor inverse agonists. HEK293 cAMP-luciferase reporter cells, luminescence, 24 h. Potency, µM (top dose mostly 38.3 µM), for inactives: at the highest dose activity change, negative = inhibition, actives largely listed as inhibitors. 410,000 compounds, 0.13% hits;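 further: loss of luciferase light is scored as toxicity; potency means the concentration at half of the fitted maximal effect; on the % scale 0 is the no-effect control and ±100 the full control effect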
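Quantitative HTS format, 1536 wells, 200 cells/uL seeded. Compounds: 23 nL, 24 h, 37 °C. Detection: luciferase reagent, luminescence at 12 min RT; decreased signal taken as cytotoxic.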
TDP-43 yeast inh – TDP-43 toxicity inhibition in yeast | TDP-43 expressing yeast growth rescue, BacTiter-Glo, 24 h | Potency, µM (titrated, usually from 46.1 µM), for the others: top-dose growth rescue (activation), most hits filed as activators | 410,000 compounds, 1.8% hits | AID 652104; further: potency means the concentration at half of the fitted maximal effect; % of control where 0% means no effect; nearly all actives have a fitted effect of over 50% in size
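Galactose-induced TDP-43 yeast, OD600=0.02, compound pinned; 24 hr, 30 deg C; BacTiter-Glo luminescence for growth. Inhibitors of TDP-43 toxicity read as activators.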
GLP1R inv ag – acts as inverse agonist at human GLP-1 receptor; P43220; AID 624417; Potency, µM (titrated, usually from 38.3 µM), inactives show at the top dose activity change, negative = inhibition, most hits filed as inhibitors; 410,000 compounds, 1.6% hits; HEK293 GLP-1R CRE-luciferase, luminescence, 24 h; GLP-1R form is constitutively active; further: potency means the concentration at half of the fitted maximal effect; on the % scale 0 is the no-effect control and ±100 the full control effect; nearly all actives have a fitted effect of over 55% in size
Target sequence (P43220 whole entry, looked up): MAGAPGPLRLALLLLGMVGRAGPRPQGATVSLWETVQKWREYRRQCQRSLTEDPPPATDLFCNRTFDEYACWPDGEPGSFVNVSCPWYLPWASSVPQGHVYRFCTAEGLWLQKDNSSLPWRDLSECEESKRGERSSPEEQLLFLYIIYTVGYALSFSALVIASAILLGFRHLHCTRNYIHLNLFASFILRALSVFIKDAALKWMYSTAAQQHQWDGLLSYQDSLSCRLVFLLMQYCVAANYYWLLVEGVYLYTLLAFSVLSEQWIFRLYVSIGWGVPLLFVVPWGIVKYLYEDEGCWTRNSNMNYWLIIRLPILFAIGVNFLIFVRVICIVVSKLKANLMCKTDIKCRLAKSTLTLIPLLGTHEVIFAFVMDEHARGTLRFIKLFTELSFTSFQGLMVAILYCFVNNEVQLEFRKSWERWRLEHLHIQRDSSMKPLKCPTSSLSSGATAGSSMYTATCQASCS
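Assay principle: reduced luminescence from a cAMP-responsive reporter in HEK293 cells co-expressing a constitutively active GLP-1R. Conditions: 24 hr compound incubation, 37 deg C, 5% CO2.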
PTHR1 ag – agonists of human PTHR1 parathyroid hormone receptor. 410,000 compounds, 0.075% hits. AID 743266. Potency, µM (doses to about 115 µM), without a hit: at the highest dose activation, most hits filed as activators. HEK293 GP2 PTHR1 cells, GloSensor cAMP luminescence, 1 h. Q03431; further: potency means the concentration at half of the fitted maximal effect; nearly all actives have a fitted effect of over 55% in size; some results filed as inactive show a strong effect at the top dose; inactives centre near -15; many of its hits are not listed in these tables
Target sequence (Q03431 whole entry, looked up): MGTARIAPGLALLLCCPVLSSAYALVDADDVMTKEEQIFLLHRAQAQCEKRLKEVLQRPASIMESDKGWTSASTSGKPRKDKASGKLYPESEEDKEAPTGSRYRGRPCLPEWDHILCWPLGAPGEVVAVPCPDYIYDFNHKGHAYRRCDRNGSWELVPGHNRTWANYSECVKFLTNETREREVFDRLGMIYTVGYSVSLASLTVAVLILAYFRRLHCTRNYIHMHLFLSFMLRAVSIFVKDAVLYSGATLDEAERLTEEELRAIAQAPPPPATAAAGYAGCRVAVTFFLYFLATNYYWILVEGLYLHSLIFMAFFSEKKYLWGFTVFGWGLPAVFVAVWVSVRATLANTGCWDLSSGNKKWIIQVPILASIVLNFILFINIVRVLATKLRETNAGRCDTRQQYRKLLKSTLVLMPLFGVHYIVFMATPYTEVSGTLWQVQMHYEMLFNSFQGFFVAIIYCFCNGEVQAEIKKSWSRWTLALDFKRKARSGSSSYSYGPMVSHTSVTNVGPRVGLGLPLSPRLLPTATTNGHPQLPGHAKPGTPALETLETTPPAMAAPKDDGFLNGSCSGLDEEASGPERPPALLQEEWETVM
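HEK-293-derived GP2 cells expressing PTHR1 and a GloSensor cAMP reporter, 3,000/well, plated overnight, given luciferin plus IBMX (each 0.5 mM as added) for 1 h at 37 °C, then compound for 1 h at 37 °C. Luminescence was read after 15 min at room temperature.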
D3 ag – activates the human D3 dopamine receptor. D3R DiscoveRx beta-arrestin cells, luminescence, 90 min. 410,000 compounds, 0.58% hits. max activation, %; in the data active means max activation above about 30%; further: 0% is about no effect; mostly tested at two doses, the higher about 12 µM
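Agonist mode: compounds and dopamine controls were applied to plated cells for 90 min at 37 degrees C after an overnight attachment at 1500 cells/well. Luminescent read-out followed 30 - 60 minutes at room temperature with DiscoveRx detection reagent.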
GLP1R ag – agonists of human GLP-1 receptor; 380,000 compounds, 0.007% hits; HEK293 GLP-1R CRE-luciferase, luminescence, 4-6 h; cells express a hypersensitive GLP-1R form; Potency, µM (highest dose often 45.6 µM), for the others: at the highest dose activation, actives largely listed as activators; further: potency means the concentration at half of the fitted maximal effect; % of control where 0% means no effect
An asterisk follows results filed as active; i = inactive; ? = inconclusive; nt = no result given; [ ] = remark or other dose. Unless noted, the call rests on the fitted dose curve; in most records, active means well fitted curve in the direction sought with a large enough effect; inconclusive means small, poorly fitted or top-dose-only effect, or another doubt; inactive means no such curve, though single readings can be large; an effect the other way counts as inactive or inconclusive. These rows are one share of the data; rates above refer to the full screens.

SMILES	D3 antag	aSyn yeast inh	KB-V1 cytotox	HEK293 tox	TDP-43 yeast inh	GLP1R inv ag	PTHR1 ag	D3 ag	GLP1R ag
CCc1[nH]nc2c1C1(C(=O)N(Cc3ccccc3)c3ccccc31)C(C#N)=C(N)O2 (stereo not given)	-15	1%	-13%	?	-23%	8%	i	-1	19%
CCOC(=O)CCSCC(=O)Nc1nnc(C)s1	-14	0%	-6%	2%	0%	12%	-22%	-6	0%
O=C1c2ccccc2C(=O)C12OC2c1ccc(Cl)cc1Cl (stereo not given)	?	-7%	?	10%	10%	18%	-24%	-14	-1%
CCOc1ccc(NC(=O)CN(C)C(=O)c2ccc(OCC(=O)N3CCOCC3)c(OC)c2)cc1OCC	8	0%	1%	-15%	1%	5%	i	3	-5%
Cc1cc(N2CCOCC2)c2c(N)cc(C)c(C)c2n1	0	1%	5%	-20%	-4%	-12%	i	-12	-3%
CCCCCC(=O)N/N=C(\C)c1ccc(Cl)cc1	34	-1%	1%	-12%	-15%	0%	-12%[57.5 µM]	-11	16%
COC(=O)c1ccc(CSc2nncn2N)cc1	-21	1%	3%	9%	-11%	-8%	-15%	-8	7%
Cc1cc(NCc2ccccn2)ccc1Br	-7	3%	-8%	?	-1%	0%	i	5	-4%
CC(Oc1ccccc1)C(=O)Nc1nc2ccc(S(N)(=O)=O)cc2s1 (stereo not given)	nt	nt	1%	0%	17%[9.22 µM]	14%	i	3	nt
CN1C(=O)/C(=C/c2ccccc2OCc2ccccc2F)NC1=S	7	1%	-4%	15%	1%	0%	i	-9	1%
Nc1cccnc1Sc1ccccc1	-3	0%	1%	2%	-13%	21%	i	7	8%
CN(Cc1cnn(C)c1)C(=O)CC1C(=O)NCCN1Cc1cccc(Oc2ccccc2)c1 (stereo not given)	-4	6%	-18%	6%	-23%	16%	i	-3	12%
CCCCn1c(CCNC(=O)CCC)nc2ccccc21	?	23%	?	1%	0%	-13%	i	2	11%
CCc1cc(=O)n2[nH]c(-c3ccccc3)c(-c3ccccc3)c2n1	?	-11%	0%	-21%	8%	?	-4%	-2	5%
C[C@H](NC(=O)OC(C)(C)C)c1nnc(SCc2c(F)cccc2Cl)o1	nt	-2%	?	-17%	19%	-60%	-21%	-7	8%
COc1ccc(NC(=O)CCCN2C(=O)CCn3nc(-c4cn(C)c5ccccc45)cc32)cc1OC	nt	nt	12%	-18%	15%	13%	-35%[inhibitor]	-9	nt
CNC(=O)c1nnn(Cc2ccccc2)c1NC(C)=O	9	-1%	4%	-10%	-20%	-7%	-10%[57.5 µM]	2	-8%
CSc1ccc(-c2ccc3c(c2)c(Sc2ccccc2)c(-c2ccccc2)n3C)cc1	5	2%	0%	5%	9%	27%	i	-9	8%
CC(=O)c1cn(C)c(=O)n(C)c1=O	11	9%	-11%	-29%	13%	9%	-14%	-5	-2%
COc1ccc(-c2cc3nc(-c4ccccc4)cc(N4CCN(C(C)=O)CC4)n3n2)cc1	33	-2%	0%	-17%	?	?	?	3	1%
Cc1cc(C)n(-c2ccc(C(F)(F)F)cc2[N+](=O)[O-])n1	9	-12%	0%	-1%	-2%	1%	0%	5	1%
CN1CC=C2C(C#N)=C(N)C(C#N)(C#N)C(Cc3ccccc3)C2C1 (stereo not given)	?	1%	-7%	106%[activator]	10%	0%	i	4	5%
CCOC(=O)c1oc2cc(O)cc(C)c2c1C	-18	-7%	-18%	-18%	?	43%[activator]	-20%	-13	1%
CCc1nnc(NC(=O)CSc2nnc(-c3ccc(S(=O)(=O)N(CC)CC)cc3)n2CC)s1	20	5%	-6%	7%	6%	0%	-2%[57.5 µM]	3	-6%
CCCC(=O)Nc1cc(OC)c(NC(=S)Nc2ccc(CC)cc2)cc1OC	-7	-6%	-11%	-24%	7%	-23%	i	6	14%
Cc1ccccc1Cn1cc(S(=O)(=O)CC(=O)Nc2nccs2)c2ccccc21	15	7%	16µM*	-16%	-7%	?	-12%[57.5 µM]	2	3%
OCCN1CCOCCN(CCO)CCN(CCO)CC1	63	3%	0%	5%	11%	7%	-5%	3	-2%
O=C(Nc1ccc2c(c1)OCCO2)c1c(F)c(F)c(F)c(F)c1F	-18	2%	8%	-23%	30%	-15%	-26%	-2	4%
CNC(=O)c1c(NC(=O)CCS(=O)(=O)c2ccc(C)cc2)sc2c1CCN(C(=O)OC)C2	-24	0%	-13%	2%	-9%	10%	-20%	-18	0%
O=C1NCCc2c1[nH]c1c(Cl)ccc(Cl)c21	9	14%	0%	-20%	10µM*	?	-2%	2	2%
O=C1c2ccccc2NC(c2cccc(O)c2)N1O (stereo not given)	-4	2%	-4%	-9%	1%	42%[activator]	i	8	2%
O=C(Nc1nc2ccccc2[nH]1)c1cc2ccccc2o1	7	-3%	-10%	?	-18%	?	-28%	-1	-3%
CN=C1c2cc3cc(OC)ccc3n2CCN1Cc1ccccc1	-14	0%	16µM*	-15%	-25%	5µM*	i	-8	10%
N#Cc1ccccc1NC(=O)CSc1nnc(-c2ccccc2O)n1-c1ccccc1	13	4%	?	-15%	-14%	0%	-45%[inhibitor]	22	-9%
CC(=O)Nc1nonc1-c1ccccc1	14	1%	27%	-13%	16%	-6%	i	2	-1%
O=C1C(=O)N(CCN2CCOCC2)C(c2ccccn2)/C1=C(/O)c1ccc(Cl)cc1 (stereo not given)	-29	-16%	18%	11%	-20%	6%	i	-12	-1%

Two entries from above, with bars between the fields.
structure | D3 antag | aSyn yeast inh | KB-V1 cytotox | HEK293 tox | TDP-43 yeast inh | GLP1R inv ag | PTHR1 ag | D3 ag | GLP1R ag
CCCC(=O)Nc1cc(OC)c(NC(=S)Nc2ccc(CC)cc2)cc1OC | -7 | -6% | -11% | -24% | 7% | -23% | i | 6 | 14%
Cc1ccccc1Cn1cc(S(=O)(=O)CC(=O)Nc2nccs2)c2ccccc21 | 15 | 7% | 16µM* | -16% | -7% | ? | -12%[57.5 µM] | 2 | 3%

(next part)
SMILES	D3 antag	aSyn yeast inh	KB-V1 cytotox	HEK293 tox	TDP-43 yeast inh	GLP1R inv ag	PTHR1 ag	D3 ag	GLP1R ag
Cc1ccc(Nc2cc(C)nc3nncn23)c(C)c1	nt	nt	2%	4%	25%	-8%	i	6	nt
CCOC(=O)N1CCN(c2c(Nc3ccc4c(c3)OCCO4)c(=O)c2=O)CC1	7	1%	?	2%	2%	11%	-14%	11	2%
CC(C)C[C@H]1COc2cc(N3CC[C@H](O)C3)ccc2S(=O)(=O)N1	5	-3%	?	-6%	11%	-3%	-11%	0	9%
COc1ccccc1-n1c(SCC(=O)N2CCOCC2)nc2cccnc21	?	-1%	-28%	10%	3%	3%	i	7	5%
COc1ccc(NC(=S)NCCc2ccccc2OC)c(OC)c1	9	-1%	21µM*	-21%	?	?	-19%	-1	1%
Cc1ccc(S(=O)(=O)NCc2ccccn2)c(C)c1	3	-3%	5%	2%	7%	19%	9%	0	-3%
Cn1c(-c2cc(Cl)ccc2O)nc2c1c(=O)[nH]c(=O)n2Cc1ccccc1	-11	5%	-5%	-2%[7.66 µM]	18%[9.22 µM]	4%[7.66 µM]	-27%	2	15%
Cn1c(=O)oc2cc(S(=O)(=O)NC3CCCCC3)ccc21	0	4%	-2%	1%	-7%	17%	i	-3	12%
Cc1nc2ccc(-c3nc4ccc(N)cc4[nH]3)cc2[nH]1	0	-6%	2%	9%	-2%	-1%	-5%	8	6%
COc1ccc(OC)c(NC(=O)CN2C(=O)NC(C)(c3ccc4c(c3)OCCO4)C2=O)c1 (stereo not given)	-7	0%	-9%	0%	0%	4%	-14%	1	6%
COc1cccc(OCc2nc3ccccc3n2C)c1	nt	nt	nt	0%	?	1%	-14%	1	nt
COc1ccc(CNC(=O)c2ccc3nc(CCc4ccccc4)oc3c2)cc1	nt	nt	3%	2%	18%	-1%	-9%	-11	nt
COc1ccc(-c2cc(C)no2)cc1S(=O)(=O)N1CCCN(Cc2ccccc2Cl)C1	-15	-1%	4%	-2%	0%	8.9µM*	-8%	-10	8%
CNC(=O)Cn1c(=O)n(C)c2ccccc21	1	5%	26%	-12%	-3%	6%	-8%[57.5 µM]	-1	2%
CCc1nnc(NC(=O)CSc2nc(-c3ccccc3)cc(-c3ccc(F)cc3)c2C#N)s1	-29	-3%	?	31%[activator]	-23%	1%	19%[57.5 µM]	-6	8%
CCOC(=O)CSc1nc(C)c(CC)c(C)c1C(N)=O	10	10%	2%	-3%	17%	33%[activator]	i	9	8%
COc1c(F)cccc1C1=CC(=O)C[C@H](c2ccc(F)cc2)C1	6	5%	11%	6%	18µM*	?	-29%	0	11%
COc1ccc(OCCCC(=O)OC(C)C(=O)Nc2ccc(C)cc2)cc1 (stereo not given)	5	14%	7%	9%	16%	-7%	-43%[inhibitor]	4	-6%
COc1ccc(CNC(=O)COC(=O)c2cccs2)cc1	-5	0%	4%	9%	21%	3%	i	-3	7%
O=C(NC(=S)Nc1ccc(N2CCOCC2)c(Cl)c1)c1cncc(Br)c1	-7	-8%	?	?	20µM*	-10%	-26%	-9	-9%
Cc1ccc(SCCC(=O)NC2CC2)cc1	14	0%	24%	-14%	-24%	1%	i	9	4%
Cc1ccc(S(=O)(=O)NCCCNS(C)(=O)=O)cc1	19	6%	10%	5%	-13%	-4%	i	-2	-12%
COC(=O)c1cc(S(=O)(=O)NCCN2CCOCC2)cn1C	-1	0%	?	0%	3%	18%	i	4	0%
N#Cc1ccccc1OCC(=O)NC(=O)NCc1ccco1	21	2%	20%	4%	6%	15%	i	2	-1%
COc1ccc(NC(=O)C[C@H]2C(=O)N(c3ccccc3)C[C@@H]2C)cc1	35	0%	-3%	-9%	0%	-10%	-13%	6	0%
